From PubChem BioAssay
AMA1 RON2 block – qHTS for Inhibitors of AMA1-RON; Towards Development of Antimalarial Drug Lead: Primary Screen; 360,000 compounds, 0.2% hits; AlphaScreen AMA1-biotinylated RON2 peptide binding; Plasmodium falciparum AMA1 (3D7) - RON2 peptide interaction; Potency, µM (highest dose often 58.2 µM), for inactives: at the highest dose activity change, negative = inhibition, usual class: inhibitors;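 note: potency is the fitted concentration of half-maximal effect; 0% = vehicle wells and -100% = peptide control; nearly all actives have a fitted effect of over 45% in size; some results filed as inactive show a strong effect at the top dose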
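AMA1 (3D7) with his tag at 25 nM final met compounds first, then biotinylated RON2 peptide at 25 nM; detection used donor plus acceptor beads, 10 µg/mL apiece, read by AlphaScreen after 30 min at room temperature.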
HCV inhibitor – qHTS Assay for Inhibitors of Hepatitis C Virus (HCV); Huh7.5.1 HCVcc-Cre infection, luciferase reporter, 44 h; Potency, µM (series often up to 41.8 µM), inactives show top-dose activity change, negative = inhibition, hits mostly inhibitors; 340,000 compounds, 3.4% hits; AID 651820, 2012; note: potency is the fitted concentration of half-maximal effect
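Compounds are dispensed onto cells plated 4 h earlier at 1,000 per well, with HCVcc-Cre virus (about 0.5 moi) added next. Following 44 h of culture, luminescent signal is measured for 15 sec after 15 min with substrate at room temperature.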
HCMV antiviral – qHTS Assay for inhibitors of the human cytomegalovirus (HCMV); HFF cells, HCMV-luciferase reporter, 72 h; stronger effect = lower value; activity change, negative = inhibition, % at 57.5 µM; 410,000 compounds, 4.5% hits; AID 1259415, 2018; in the data active = activity change below about -60%; inconclusive = no clear call, values can overlap the other calls; inactive = above about -39%
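Luciferase read-out from HCMV-luciferase-infected HFFs (MOI 1 PFU/cell) 72 h post infection at 37C; compounds added after 16 h cell attachment; activity normalized between buffer-only basal and Salinomycin (10uM) inhibitor controls.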
FBPA Giardia inh – qHTS Assay for Inhibitors of Fructose-1,6-bisphosphate Aldolase from Giardia Lamblia; A8B2U2; purified Giardia FBPA; Potency, µM (titrated, usually from 59.6 µM), for inactives: at the highest dose activity, negative = inhibition, usual class: inhibitors; 290,000 compounds, 0.71% hits; note: potency is the fitted concentration of half-maximal effect; nearly all actives have a fitted effect of over 55% in size
Target sequence (A8B2U2 whole entry, looked up): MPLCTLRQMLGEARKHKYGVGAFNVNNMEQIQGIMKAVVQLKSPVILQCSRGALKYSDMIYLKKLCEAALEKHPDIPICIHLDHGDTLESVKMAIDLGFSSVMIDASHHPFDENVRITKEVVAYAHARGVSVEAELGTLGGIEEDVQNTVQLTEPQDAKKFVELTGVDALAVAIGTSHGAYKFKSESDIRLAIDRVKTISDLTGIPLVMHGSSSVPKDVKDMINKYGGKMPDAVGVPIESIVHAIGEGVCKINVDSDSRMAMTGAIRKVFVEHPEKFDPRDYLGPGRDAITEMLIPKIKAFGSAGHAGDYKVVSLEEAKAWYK
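40 nM FBPA preincubated 10 min at RT with compound (up to 57.5 uM final), then substrate plus GAPDH/TPI/NAD/arsenate coupling and diaphorase/resazurin added. Fluorescence read after 20 min at RT, 525/598 nm.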
Sm TGR block – qHTS Assay for the Inhibitors of Schistosoma Mansoni Peroxiredoxins; Schistosoma mansoni thioredoxin glutathione reductase (TGR), Q962Y6; purified TGR, DTNB reduction, TNB absorbance 405 nm; Potency, µM (highest dose often 114 µM), for the others: at the top dose activity change, negative = inhibition, most hits filed as inhibitors; 360,000 compounds, 3% hits; AID 485364, 2010; note: potency is the fitted concentration of half-maximal effect; nearly all actives have a fitted effect of over 60% in size
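TGR 20 nM + NADPH 100 uM (dispensed conc.), cpd preinc 15 min RT; start with NADPH (500 uM addition) then DTNB (15 mM addition). Kinetic TNB absorbance, 405 nm filter. Four-parameter Hill fit across titration.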
AmpC inh detg – qHTS Inhibitors of AmpC Beta-Lactamase (assay with detergent); P00811; AmpC hydrolysis of nitrocefin, absorbance 480 nm, 0.01% Triton; Potency, µM (doses to about 114 µM), without a hit: top-dose activity change, negative = inhibition, most hits filed as inhibitors; 370,000 compounds, 0.041% hits;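 note: potency is the fitted concentration of half-maximal effect; 0% = no-compound wells and -100% = no-enzyme wells; nearly all actives have a fitted effect of over 25% in size; some results filed as inactive show a strong effect at the top dose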
Target sequence (P00811 whole entry, looked up): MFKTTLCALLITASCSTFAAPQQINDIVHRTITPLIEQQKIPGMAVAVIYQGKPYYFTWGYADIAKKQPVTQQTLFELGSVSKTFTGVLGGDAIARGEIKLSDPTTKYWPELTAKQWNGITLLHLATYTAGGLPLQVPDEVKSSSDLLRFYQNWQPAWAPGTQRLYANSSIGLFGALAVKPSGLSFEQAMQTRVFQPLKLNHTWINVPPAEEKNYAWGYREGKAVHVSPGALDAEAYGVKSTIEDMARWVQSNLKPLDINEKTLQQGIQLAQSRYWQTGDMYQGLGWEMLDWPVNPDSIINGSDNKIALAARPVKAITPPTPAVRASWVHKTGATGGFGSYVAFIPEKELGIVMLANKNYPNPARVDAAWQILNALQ
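AmpC (5.3 nM in the dispensed reagent) in 20 mM phosphate pH 7.0 with 0.01% (detergent screen) or 0.0001% Triton X-100 was preincubated with compounds for 15 min at room temperature. Nitrocefin was then added from an 800 uM solution, and hydrolysis was followed at 480 nm.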
An asterisk follows results filed as active; ? = inconclusive; nt = no result given; + = active, no number; & = joins results of further samples; ! = repeats disagree; [ ] = dose if it differs, or a comment. Unless noted, calls come from the whole dose curve; as a rule, active = well fitted curve in the direction sought with a large enough effect; inconclusive = small, poorly fitted or top-dose-only effect, or another doubt; inactive = no such curve, though single readings can be large; an effect the other way counts as inactive or inconclusive. Unless noted, % is set by controls: 0 for no effect and ±100 for the full control effect.

SMILES | AMA1 RON2 block | HCV inhibitor | HCMV antiviral | FBPA Giardia inh | Sm TGR block | AmpC inh detg
COc1ccc(N2CCN(CCNS(=O)(=O)c3ccc(C)cc3)CC2)cc1 | -2% | -26% | -24 | 3% | -1% | -13%
COC(=O)Nc1nnc(-c2ccccc2Cl)s1 | -3% | 6% | 37 | -2% | 8%[11.4 µM] | ?
Cc1ccc(OCCCN2CCCC2)c(C)c1 | -1% | -21% | 25 | ? | 7% | ?
COC(=O)CNC(c1ccccc1)c1cc(Br)ccc1NC(=O)c1cc(OC)c(OC)c(OC)c1 (configuration not stated) | nt | nt | 6 | nt | 2% | 10%
COc1ccc(OC)c(NC(=O)CN(Cc2ccccc2)S(C)(=O)=O)c1 | -16% | -12% | 3 | 3% | 2% | -5%
Cn1c(=O)oc2cc(S(=O)(=O)CCC(=O)NCCc3ccc(Cl)cc3)ccc21 | nt | nt | 11 | nt | 6% | 19%
CCC(CCC(=O)NNC(=O)Cc1ccc([N+](=O)[O-])cc1)C(=O)O (configuration not stated) | 56%[activator] | 16% | 31 | 1% | 6% | -13%
Cc1ccc(C(C)C)c(OCc2ccc(-c3nnco3)cc2)c1 | 15% | -1% | -37 | 2% | 4% | 8%
Cc1c(C(=O)NCc2cccs2)oc2ccc(S(=O)(=O)N3CCOCC3)cc12 | -5% | ? | 9 | -1% | 1% | 3%
NC(=O)c1ccc(NC(=O)COC(=O)CCC(=O)c2ccc(Cl)cc2)cc1 | -4% | 7% | -31 | 1% | 50µM* | 3%
COc1ccc(NC(=O)c2cc3c(s2)CCC3)cc1S(=O)(=O)N1CCOCC1 | -12% | ? | -33 | -6% | -12% | 0%
O=C(CCn1c(=S)[nH]c2ccccc2c1=O)NCC1CCCO1 (configuration not stated) | -1% | -11% | -23 | -6% | 1% | -7%
Cc1ccc2c(=O)cc(C(=O)Nc3sc4c(c3C(N)=O)CCCC4)oc2c1 | nt | nt | 6 | nt | 12% | 18%
CC1CCN(S(=O)(=O)c2ccc(NC(=O)c3ccncc3)cc2)CC1 | -4% | 11µM* | -64* | nt | ? | 0%
COc1ccc(-c2nn(CCC#N)cc2C(=O)Nc2cccc(C(=O)O)c2)cc1OC | -2% | 12% | 33 | 7% | -15% | ?
Cc1ccc(C(=O)N(c2c(C)n(C)n(-c3ccccc3)c2=O)C(C)C)cc1 | -2% | 8% | 13 | 5% | 4% | 1%
O=C(Nc1ccccc1F)c1cnc(N2CCCCC2)c2ccccc12 | nt | nt | 6 | nt | -3% | -7%
COC(=O)c1cn(CCOc2ccccc2)c2ccccc12 | 34%[activator] | 13µM* | 105 | 0% | 14% | -1%
COc1ccc2nnc(-c3ccc(C(F)(F)F)cc3)n2n1 | -4% | ? | 21 | -2% | 15% | ?
C=CCc1ccccc1OCC(O)CN1CCN(c2ccccc2OC)CC1 (configuration not stated) | -1%&-10% | ? | -64*! | 0% | 0% | -13%
CN(CC(=O)Nc1c(Cl)cccc1Cl)C(=O)c1cc2ccccc2cc1O | -15% | -6% | -11 | nt | -8% | ?
CC(C)COc1cccc(C(=O)Nc2ccc(S(=O)(=O)N3CCOCC3)cc2)c1 | -5% | ? | -34 | -4% | 4% | -9%
CCOC(=O)c1c(N)sc(N)c1C(=O)OCC | 46%[activator] | 12% | -1 | ? | 3% | -15%
Nc1nc2c(Cl)cc(Cl)cc2s1 | 13% | 4% | -20 | 1% | 9% | 4%
COC(=O)/C(C#N)=C\c1c(OC)[nH]c2ccccc12 | 0% | 4µM* | ? | 2% | -11% | 0%

Shown in CSV form: part of the list above.
smiles,AMA1 RON2 block,HCV inhibitor,HCMV antiviral,FBPA Giardia inh,Sm TGR block,AmpC inh detg
Cc1c(C(=O)NCc2cccs2)oc2ccc(S(=O)(=O)N3CCOCC3)cc12,-5%,?,9,-1%,1%,3%
NC(=O)c1ccc(NC(=O)COC(=O)CCC(=O)c2ccc(Cl)cc2)cc1,-4%,7%,-31,1%,50µM*,3%
COc1ccc(NC(=O)c2cc3c(s2)CCC3)cc1S(=O)(=O)N1CCOCC1,-12%,?,-33,-6%,-12%,0%
O=C(CCn1c(=S)[nH]c2ccccc2c1=O)NCC1CCCO1 (configuration not stated),-1%,-11%,-23,-6%,1%,-7%

(cont.)
SMILES | AMA1 RON2 block | HCV inhibitor | HCMV antiviral | FBPA Giardia inh | Sm TGR block | AmpC inh detg
NS(=O)(=O)c1ccc(NC(=O)CCCCCN2C(=O)c3ccccc3C2=O)cc1 | 1% | 17% | -22 | nt | 0% | ?
Cc1ccc(C)c(C(=O)NC(C)c2ccc(-n3ccnc3)cc2)c1 (configuration not stated) | -2% | -10% | nt | nt | 5% | 4%
Cc1ccc(CNC(=O)[C@H](C)[C@H]2C[C@]2(C)[C@H](NC(=O)OCc2ccccc2)c2ccccc2)o1 | 10% | -10%[8.37 µM] | nt | 2%&0% | 32µM* | ?
CN1CCN(C(=O)CSc2ccc(C(F)(F)F)cc2[N+](=O)[O-])CC1 | -5% | 5% | -40 | -1% | -6% | -10%
O=C(CSc1n[nH]c(-c2ccccn2)n1)Nc1cccc(Cl)c1 | -91% | 10µM* | -98* | nt | 0% | 1%
CCc1nn2c(=O)cc(COc3ccc(/C=C(\C#N)C(=O)Nc4ccc(F)cc4)cc3OC)nc2s1 | nt | nt | 2 | nt | 17% | 6%
CCN(c1ccccc1)S(=O)(=O)c1ccc(Oc2ccc([N+](=O)[O-])cc2)nc1 | -27% | ? | -35 | nt | 1% | -10%
Cc1oc(/N=C/c2ccc(Cl)cc2)c(C#N)c1C | 8% | 12% | 20 | -11% | -2%[11.4 µM] | ?
COc1ccc(OC)c(/C=C/C(=O)Nc2cccc(S(=O)(=O)NC3=NCCCCC3)c2)c1 | 4% | ? | -18 | nt | 0% | 4%
O=C(NCCN1C(=O)S/C(=C\c2ccccc2Cl)C1=O)C1=COCCO1 | -9% | ? | -17 | nt | -2% | 0%
Cc1ccc(NC(=O)CN(C)C(=O)c2cccc(Br)c2)cc1 | -9% | -24% | nt | 5% | -4% | 0%
O=S1(=O)N=C2CCCCCN2C(c2ccc(Br)cc2)N1 (configuration not stated) | -10% | 16% | 5 | 2% | -1% | -4%
CN(C)CCNC(=O)C1CCN(c2ncnc3c2nc2n3CCCCC2)CC1 | nt | nt | -5 | nt | -18% | 1%
CCC(=O)c1ccc(OCC(=O)Nc2ccc(N3CCOCC3)cc2N2CCOCC2)cc1 | -10% | -1% | nt | nt | -20% | -2%
C/C(=N\NC(=O)c1cccnc1)c1ccccc1 | 12% | 31%[activator] | 52 | -7% | 6% | 5%
C/C=C(\C)C(=O)NCCN1C2=NC[C@@H](Cc3ccccc3)N2C[C@H]1Cc1ccc(O)cc1 | -6% | 15% | -25 | 8% | -1% | 6%
O=C(CCN1C(=O)COc2ccccc21)NCCN1CCN(c2cccc(Cl)c2)CC1 | 1% | ? | -29 | 7% | 2% | -2%
COc1ccc(C(=O)COC(=O)CNS(=O)(=O)c2ccc(C)cc2)cc1 | ? | 15% | 8 | 1% | -2% | -10%
Nc1n[nH]c2c1C1(CCCCC1)Cc1ccccc1-2 | -3% | -9% | 8 | 12% | 0% | -6%
c1ccc(CN2CCC(Nc3nc(-c4cccs4)nc4ccccc34)CC2)cc1 | -23% | ? | ? | -9% | 9% | ?
COC(=O)c1nn(-c2ccccc2)c2nnc(Cc3ccc(C)cc3)c(=O)n12 | 3% | -6% | -108* | 2% | 23% | 2%
CCc1ccc(C2CC(c3ccc(Cl)cc3)n3nc(N)nc3N2)cc1 (configuration not stated) | 4% | 18% | 2 | 3% | -1% | -1%
CSCCC(NC(N)=O)C(=O)Nc1cccc(S(=O)(=O)N2CCOCC2)c1 (configuration not stated) | -4% | 24% | 35 | 2% | 5% | -5%
O=C(NCc1n[nH]c(=S)n1Cc1ccccc1)c1ccccc1 | 35%[activator] | 2% | -5 | -9% | -2% | -8%
Cc1ccc(N2CCN(C(=O)c3cccc([N+](=O)[O-])c3)CC2)cc1Cl | -25% | ? | -24 | 2% | 4% | -8%
Additional entries.
SMILES | AMA1 RON2 block | HCV inhibitor | HCMV antiviral | FBPA Giardia inh | Sm TGR block | AmpC inh detg
CC(C)C(=O)Nc1cccc(C(=O)Nc2cc([N+](=O)[O-])ccc2F)c1 | -5% | ? | ? | 2% | 1% | -14%
Cc1ccc(CNS(=O)(=O)c2ccc3[nH]c4c(c3c2)CCCCC4)cc1 | nt | nt | 0 | nt | 33% | 24%
COCCCNC(=O)Cc1c(C)c2cc3c(cc2oc1=O)OC(C)(C)CC3 | 0% | -16% | -8 | -8% | 10% | 1%
CC(=O)Nc1ccc(-n2cc3c(c2-c2ccc(C)cc2)c(=O)n(C)c(=O)n3C)cc1 | nt | nt | 12 | nt | 7% | 20%
Cc1ccc(CNC(=O)c2oc3c(c2C)-c2nn(Cc4ccc(Cl)cc4)cc2CC3)cc1 | nt | nt | 72 | nt | 3% | 19%
Cc1ccc(C(=O)COC(=O)C(C)N2C(=O)C3C4CCC(C4)C3C2=O)cc1C (configuration not stated) | -1% | nt | -7 | 6% | -24% | -10%
CCCCCCCCC[n+]1cccc2c3ccccc3ccc21 | 1% | 4.5µM* | nt | 4% | 2% | 0%
NS(=O)(=O)c1ccc(CCNC(=O)C2CCN(S(=O)(=O)c3cnc[nH]3)CC2)cc1 | 34% | 20% | -1 | -1% | -16% | -7%
CC1=C(C(=O)OC2CCCCCC2)C(c2ccc(Cl)cc2Cl)CC(=O)N1 (configuration not stated) | nt | nt | -31 | nt | 7% | 15%
O=C1C2C3C=CC(C3)C2C(=O)N1c1ccc2ccccc2c1 (configuration not stated) | -2% | 5% | 20 | 5% | 11% | 5%
COC(=O)NNC(=O)Cc1cccc2ccccc12 | 8% | 29% | -14 | 5% | 0% | ?
CCS(=O)(=O)N1CCC(NC(=O)C2CCCCC2)CC1 | -1% | 14% | -5 | -4% | -6% | ?
CCCC(CCC)n1[nH]c(=O)c2c(C)cc(C)nc21 | -9% | 3% | 11 | -20% | 2% | ?
Cc1cccc(N2CCN(C(=O)CN3C(=O)COc4ccc(S(=O)(=O)N5CCCCCC5)cc43)CC2)c1C | nt | nt | -73* | nt | -4% | -2%
Cc1ccc(-n2ncc(C(=O)NCCN3CCc4ccccc4C3)c2C2CCN(C(=O)OC(C)(C)C)CC2)cc1 | nt | nt | + | nt | 7% | 15%
COc1ccc(CNC(=O)C2CCCN(S(=O)(=O)c3ccc4c(c3)CCCN4C(C)=O)C2)cc1 (configuration not stated) | 20% | ? | -16&-32 | 7% | 8%&0% | -7%&2%
COC(CNc1ccc([N+](=O)[O-])c(NCC(OC)OC)c1C#N)OC | 0% | 6% | 23 | 0% | ? | -6%
COc1ccc(N(CC(=O)NC2CCCCC2)C(=O)CNC(=O)c2ccco2)c(OC)c1 | 5% | 15% | 15 | -2% | -23% | 1%
Cc1ccc(CNC(=O)Cn2cnc3c(NC(=O)OCc4ccccc4)ncnc32)o1 | 0% | 8% | 7 | nt | ? | 2%
